Compound activity as filed in PubChem BioAssay.
GAA glycogen – qHTS Assay for Inhibitors and Activators of Human alpha-Glucosidase Cleavage of Glycogen; Lysosomal alpha-glucosidase (Homo sapiens), P10253; Potency, µM (top dose mostly 76.4 µM), for the others: at the highest dose activity change, negative = inhibition, usual class: inhibitors; recombinant GAA, glycogen substrate, Amplex Red glucose oxidase fluorescence; AID 2100, 2009; 300,000 tested, 0.38% active; active = well fitted inhibition curve with a large enough effect; inconclusive = small, poorly fitted or top-dose-only effect, or another doubt; inactive = no such curve, though single readings can be large or run the other way;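 also: 0% = full enzyme reaction and -100% = no-enzyme basal signal; the screen sought inhibitors and activators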
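Recombinant human alpha-glucosidase (4 nM final) hydrolysed bovine liver glycogen (30 ug) for 40 min at 37 C in pH 5.0 citrate/phosphate with 0.01% Tween-20. Released glucose detected by glucose oxidase/Amplex Red, Ex 573/Em 610 nm. Compounds up to 77 uM; AC50 from Hill fits.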
* marks the source's active call; other numbers are inactive results; ? = inconclusive; [ ] = dose if it differs, or a comment. Potency is read from the fitted curve at half-maximal effect. Not all compounds are listed. The share of hits here may be higher or lower than overall.

GAA glycogen | SMILES
-4%[76.3 µM] | O=C(c1cc(COc2cccc(C(F)(F)F)c2)on1)N1C[C@H]2CC[C@H]1C2
2%[76.3 µM] | CN(CC(=O)Nc1ccc(F)cc1)C(=O)c1ccc(-c2ccc(Cl)cc2)o1
3%[76.3 µM] | CCc1sc(C(=O)Nc2ncccc2O)cc1C
-3% | Cc1ccc(NC(=O)COC(=O)C2C3CC4OC(=O)C2C4C3)cc1Cl (configuration not stated)
6% | COc1cc(OC)cc(Oc2ccc(S(=O)(=O)N3CCCCC3)cc2[N+](=O)[O-])c1
-4%[76.3 µM] | CCOc1ccc(S(=O)(=O)N2CCCC(C(=O)NC3CCCC3)C2)cc1 (configuration not stated)
-7%[76.3 µM] | CC1=C(c2ccc(Cl)cc2)S(=O)(=O)N=C1N1CCN(c2cc(C)ccc2C)CC1
-11% | COc1ccc(OC)c(Nc2nc(-c3ccncc3)nc3ccccc23)c1

Reformatted: 2 of the compounds above.
CCc1sc(C(=O)Nc2ncccc2O)cc1C
  GAA glycogen: 3%[76.3 µM]

CCOc1ccc(S(=O)(=O)N2CCCC(C(=O)NC3CCCC3)C2)cc1 (configuration not stated)
  GAA glycogen: -4%[76.3 µM]

Additional results follow.
GAA glycogen | SMILES
-5% | O=C1CN(c2ccc(F)cc2)C(=S)N1c1ccccc1
-5%[76.3 µM] | CS(=O)(=O)N1CCCC(C(=O)Nc2ccc(F)cc2)C1 (configuration not stated)
-3%[76.3 µM] | O=C(CN1CCCC1)NCc1ccccc1
-8% | O=C(Nc1cccc(Cl)c1)c1ccc2ncsc2c1
1% | Cc1noc(C)c1S(=O)(=O)N1CCCC1C(=O)O (configuration not stated)
-3% | Cn1c2ccc(F)cc2c2nnc(SCCN3CCOCC3)nc21
25%[76.3 µM] | CC(=O)N1c2ccc(S(=O)(=O)N3CCCC3C(=O)NCc3ccc(Cl)cc3)cc2CC1C (configuration not stated)
-9% | CN(c1ccccc1)S(=O)(=O)c1ccc(C(=O)NCCc2ccccc2)cc1

The listing continues:
GAA glycogen | SMILES
-1%[76.3 µM] | Cn1nccc1C(=O)NC1CCCc2c1cnn2-c1ccc(F)cc1F (configuration not stated)
-1%[76.3 µM] | COc1ccc(-c2c3c(=O)n(C)c(=O)n(C)c3c3n2-c2ccccc2NC3c2ccccc2OC)cc1 (configuration not stated)
1% | C#CCn1cccc(C(=O)Nc2ccc(OC)cc2)c1=O
0%[76.3 µM] | CN(C)c1cccc(C(=O)N2CCCC(CCC(=O)N3CCN(c4ccccn4)CC3)C2)c1 (configuration not stated)
2%[76.3 µM] | Cc1ccccc1Nc1nc(-c2cccnc2)cs1
13%[76.3 µM] | CCOc1ccc(CNC(=O)CCCn2c(=O)c3cccn3c3ccc(F)cc32)cc1
-13%[76.3 µM] | O=C(CSc1nc2c([nH]c3ccccc32)c(=O)n1-c1ccccc1F)NCC1CCCO1 (configuration not stated)
3%[76.3 µM] | C=CCOc1ccc(C(=O)Nc2ncn[nH]2)cc1

Later entries
GAA glycogen | SMILES
-2%[76.3 µM] | Cc1ccc(N2CC(C(=O)N3CCCCCC3)CC2=O)cc1 (configuration not stated)
-7%[76.3 µM] | O=C(NCCc1cccs1)c1ccc(Cn2c(SCc3ccccc3)nc3cccnc32)cc1
-9%[76.3 µM] | CC(=O)c1ccc(OCCn2c(SCC(=O)O)nc3ccccc32)cc1
-2%[76.3 µM] | Cn1c(=O)c(=O)n(C)c2cc(N3CCCC3)c(NS(=O)(=O)c3ccc(F)cc3)cc21
-2%[76.3 µM] | COc1ccc(N2CCN(C(=O)Cc3ccc(C)cc3)CC2)cc1
0% | CN(C)/C=C1/OC(=O)C(C#N)=C1c1ccc(Cl)cc1
-12%[0.611 µM] | COc1ccc(C(C)NC(=O)CCc2ccccc2)cc1 (configuration not stated)
1% | Cc1cc2nccc(-c3ccc(OCCCF)cc3)n2n1

(next part)
GAA glycogen | SMILES
-7%[76.3 µM] | COc1ccccc1NC(=O)c1sc2nc3n(c(=O)c2c1C)CCC3
-27%[76.3 µM] | COc1cc(Br)c(-c2sc(Nc3ccccc3)n[n+]2-c2ccccc2)cc1OC
1% | O=C(CNc1ccccc1)N/N=C/c1c(O)ccc2ccccc12
5% | O=C(Nc1ccc(F)cc1)Nn1cnnc1
4% | Nc1c(-c2ccc(Cl)cc2)cnn1-c1ccccc1
-1% | Cc1ccc(/C=C2\SC(=O)N(CCC(=O)N3CCN(C)CC3)C2=O)cc1
0%[76.3 µM] | COc1ccc(-n2c(SCC(=O)Nc3ccccc3C)nc(O)c(Cc3ccccc3)c2=O)cc1
2%[76.3 µM] | COc1ccc(NC(=O)CN2C(=O)COc3ccccc32)cc1OC

Going on with the list.
GAA glycogen | SMILES
0% | CNC(=O)C1CC(=O)N(c2ccc(OCC(=O)N3CCCC3)cc2)C1 (configuration not stated)
-25% | COc1ccc(-c2cn(-c3ccc(C)c(Cl)c3)c(=S)[nH]2)cc1OC
8.9µM* | Fc1ccc(CNc2ccc(N3CCN(Cc4ccccc4)CC3)cc2)cc1
6%[76.3 µM] | CCOC(=O)c1ccccc1NC(=O)CSc1cn(CC(=O)N2CCCCCC2)c2ccccc12
-1%[76.3 µM] | COc1ccccc1Cn1c(=S)[nH]c2cc(C(=O)N3CCN(c4ccccc4OC)CC3)ccc2c1=O
-3% | O=C(NCc1ccc(Cl)cc1)C1CCN(C(=O)c2ccco2)CC1
-8%[0.611 µM] | O=C(CCN1CCN(CCO)CC1)Nc1ccccc1
5%[76.3 µM] | CC(C)N(C)Cc1nnnn1CC(=O)N(C)Cc1ccc(F)cc1

Additional compounds:
GAA glycogen | SMILES
-1% | Cc1ccc(S(=O)(=O)N2CCCC2)cc1C(=O)N1CCN(Cc2ccccc2)CC1
0% | O=C(C1=C(O)C(=O)N(CC2CCCO2)C1c1ccccc1Cl)c1ccco1 (configuration not stated)
6% | CC1(C)CC(=O)C(C(O)c2ccc([N+](=O)[O-])cc2)C(C)(C)N1 (configuration not stated)
3% | CCc1ccc2[nH]cc(S(=O)(=O)c3ccc(C)c(C)c3)c(=O)c2c1
5%[76.3 µM] | CC(CNC(=O)Cn1c(-c2cccs2)cc2ccccc21)c1ccccc1 (configuration not stated)
-3%[76.3 µM] | Cc1ccc2c(c1)N(CC(=O)N1CCC(C)CC1)C(=O)c1cccnc1O2
-11% | COc1ccc(N(CC(=O)NCCSc2ccc(C)cc2)S(=O)(=O)c2ccccc2)c(OC)c1
2%[76.3 µM] | Cc1ccc(S(=O)(=O)CC(=O)N2CCN(c3ccc(F)cc3)CC2)cc1

Other results
GAA glycogen | SMILES
-1%[76.3 µM] | COc1cc(S(=O)(=O)NC2CCCCC2C)ccc1F (configuration not stated)
5%[76.3 µM] | Cc1cc(C)nc(NCc2ccc(Cl)cc2)n1
-8%[76.3 µM] | COc1ccc(CNC(=O)C2CCN(S(=O)(=O)Cc3ccccc3)CC2)cc1
-9%[76.3 µM] | Cc1cnc(C(=O)N2CCCC(N3CCN(c4cccc(C(F)(F)F)c4)CC3)C2)cn1 (configuration not stated)
4% | O=C(O)c1cc(-c2ccc3ccccc3n2)nc2ccccc12
5% | COc1ccc(CCN2CCCn3c2nc2c3c(=O)n(C)c(=O)n2C)cc1OC
3% | Cc1cc(C)cc(NC(=S)N2C3CCCC2CC(NC(=O)C2CC2)C3)c1 (configuration not stated)
1%[76.3 µM] | COc1ccc(C(CNC(=O)C2CC2)N(C)C)cc1 (configuration not stated)

Continued.
GAA glycogen | SMILES
5%[76.3 µM] | COc1ccc(CN2CCNC(=O)C2CC(=O)NCCCn2cccn2)cc1C (configuration not stated)
-13% | COc1ccc(Cl)cc1N1C(=O)CN(Cc2cc(OC)c(OC)c(OC)c2)C1=S
-1%[76.3 µM] | CC(=O)Nc1nonc1-c1nnc(SCC(=O)Nc2ccc(C)cc2C)n1C
-11%[76.3 µM] | CCOC(=O)CCNC(=O)N1CCCC(C(=O)c2cc(C)c(OC)c(C)c2)C1 (configuration not stated)
3%[76.3 µM] | COc1cc(=O)[nH]c(SC(C)C(=O)Nc2ccc3ccccc3c2)n1 (configuration not stated)
3% | O=S(=O)(NCCc1ccc(Cl)cc1)c1cccc2cccnc12
-1% | O=C(NCc1ccccc1)C(c1ccncc1)N(C(=O)c1csnn1)c1cccc(F)c1 (configuration not stated)
10%[76.3 µM] | CCN1C(=O)[C@H]2[C@@H](c3ccc(Cl)cc3)N3C(=O)CN(CCOC)C(=O)[C@@]3(C)[C@H]2C1=O

The results go on.
GAA glycogen | SMILES
-9% | COc1ccc(N(CC(=O)NN=C2CCN(C)CC2)S(=O)(=O)c2ccc(NC(C)=O)cc2)cc1
11%[76.3 µM] | COc1cc(CN2CCCCCC2)cc(OC)c1OC
1%[76.3 µM] | O=S(=O)(NCC(c1cccnc1)N1CCc2ccccc2C1)c1ccccc1 (configuration not stated)
6%[76.3 µM] | CCc1ccc(C(=O)COC(=O)CNC(=O)Cc2ccccc2)cc1
5% | CCC(C(=O)NCCc1c[nH]c2ccc(C)cc12)c1ccccc1 (configuration not stated)
21%[76.3 µM] | O=C(CCC1CCCCC1)NCCN1CCOCC1
-3%[76.3 µM] | Cc1cc(C)c(NC(=O)C2CCN(c3nc4ccccc4n4cccc34)CC2)c(C)c1
6%[76.3 µM] | COC(=O)c1c(NC(=O)c2ccoc2C)sc(C)c1C

The list goes on.
GAA glycogen | SMILES
-11%[76.3 µM] | Cc1oc(-c2ccccc2Cl)nc1Cn1c(SCc2cccc(F)c2)nc2cccnc21
? | Oc1c(Cl)cc(Cl)cc1CNc1ccccn1
3% | Cc1ccc(S(=O)(=O)NC(=O)Nc2cc(C)no2)cc1
-18%[76.3 µM] | COc1ccc(C)cc1N(CC(=O)N1CCCC1)S(C)(=O)=O
0% | Cc1cc(C)nc(N2CCC(C(=O)NC3CC3)CC2)n1
2%[76.3 µM] | CCOc1ccc(S(=O)(=O)N2CCCC(C(=O)N3CCOCC3)C2)cc1Cl (configuration not stated)
1%[76.3 µM] | Clc1cccc(CN2CCCCCC2)c1Cl
-28%[76.3 µM] | Nc1ncc(Br)cc1S(=O)(=O)Nc1cc(C(F)(F)F)cc(C(F)(F)F)c1

Another view of some results above.
| SMILES | GAA glycogen |
| --- | --- |
| COc1ccc(C)cc1N(CC(=O)N1CCCC1)S(C)(=O)=O | -18%[76.3 µM] |
| Cc1cc(C)nc(N2CCC(C(=O)NC3CC3)CC2)n1 | 0% |
| CCOc1ccc(S(=O)(=O)N2CCCC(C(=O)N3CCOCC3)C2)cc1Cl (configuration not stated) | 2%[76.3 µM] |
| Clc1cccc(CN2CCCCCC2)c1Cl | 1%[76.3 µM] |
| Nc1ncc(Br)cc1S(=O)(=O)Nc1cc(C(F)(F)F)cc(C(F)(F)F)c1 | -28%[76.3 µM] |

Exported as tab-separated lines: three of the compounds above.
smiles	GAA glycogen
COc1ccc(C)cc1N(CC(=O)N1CCCC1)S(C)(=O)=O	-18%[76.3 µM]
Cc1cc(C)nc(N2CCC(C(=O)NC3CC3)CC2)n1	0%
CCOc1ccc(S(=O)(=O)N2CCCC(C(=O)N3CCOCC3)C2)cc1Cl (configuration not stated)	2%[76.3 µM]

(more compounds)
GAA glycogen | SMILES
-2%[76.3 µM] | Cc1ccc2nc(-c3ccc(Br)cc3)cn2c1
-10%[76.3 µM] | CC(C)[C@@H](C(=O)O)N(Cc1cccc(CN([C@H](C(=O)O)C(C)C)S(C)(=O)=O)c1)S(C)(=O)=O
-12%[76.3 µM] | O=C(CSc1nnc(-c2ccc(Br)cc2)o1)Nc1cccc(C(=O)O)c1
-1% | Cc1ccc(S(=O)(=O)CCC(O)c2ccc(Cl)cc2)cc1 (configuration not stated)
2% | Cc1cc(C)c(C)c(S(=O)(=O)NCc2ccncc2)c1C
0%[76.3 µM] | Cc1ccc(/C=C2/C(=N)N3N=C(CC(=O)N4CCCC4)SC3=NC2=O)cc1
-5%[76.3 µM] | CCc1nn(CC(=O)N2CCN(CC)CC2)c(=O)c2cc3sccc3n12
-2%[76.3 µM] | COc1ccc(CN2CCN(c3ncccn3)CC2)c(C)c1C

The listing continues:
GAA glycogen | SMILES
1% | CC(C)CN1C(=O)c2ccc(C(=O)Nc3ccc(OCC(=O)O)cc3)cc2C1=O
-21%[76.3 µM] | O=C(CCN1C(=O)[C@@H]2Cc3ccccc3CN2C1=O)N[C@@H](C(=O)O)c1ccccc1
-12% | O=C(c1cccs1)N1CCC(c2nc3c(nnn3Cc3ccccc3Cl)c(=O)[nH]2)CC1
0% | O=c1nccc(N/N=C/c2cccc(O)c2)[nH]1
-2% | CCNC(=S)N(CCc1c(C)[nH]c2ccc(Cl)cc12)Cc1cccnc1
-5% | Cn1c(=O)n(CC(N)=O)c(=O)c2c1nc1n2CCCN1Cc1ccccc1
-2%[76.3 µM] | O=C1CCCN2N=C(SCC(=O)Nc3ccc(Cl)cc3)SC2=N1
1%[76.3 µM] | CC1Cc2cc(S(=O)(=O)N3CCC(C(=O)Nc4ccccn4)CC3)ccc2N1C(=O)C1CCC1 (configuration not stated)

More records
GAA glycogen | SMILES
-3% | O=C(Nc1cccc(O)c1)c1cccc(NC(=O)c2cccs2)c1
-9% | COc1ccc(CN(CC(=O)NC(C)C)C(=O)CCC(=O)Nc2nccs2)cc1
-5% | Cn1cccc1C(=O)/C(C#N)=C/c1ccc(F)cc1
9%[76.3 µM] | COc1ccc(OC)c(CCNC(=O)C2CCN(c3ncnc4c3nc3n4CCCCC3)CC2)c1
2% | COc1ccc(C(C(=O)NC2CCCCC2)N(C(=O)c2csnn2)C2CC2)cc1 (configuration not stated)
-7%[76.3 µM] | Cc1ccccc1NS(=O)(=O)c1cc(C(=O)NCc2ccncc2)ccc1Cl
-9%[76.3 µM] | CCc1cc(C(=O)N2CCN(c3ccccn3)CC2)sc1C
